Screening results (PubChem)
TROY signal inh: inhibitors of TROY-driven NF-kB signaling, primary screen, Q293 LMP1-TROYcd cells, NF-kB luciferase, uHTS | inhibition, % at 10 µM | actives 0.98% (n = 360,000) | Q293 LMP1-TROYcd NF-kB luciferase reporter, 4 h;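 active = compounds whose plate-normalised and pattern-corrected inhibition of the luciferase reporter signal at the single screening dose is 50% or more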
LRH-1 inv ag: LRH-1 (NR5A2) inverse agonists, primary screen, cell-based, luminescence, HEK293T, StAR-luciferase reporter; Nuclear receptor subfamily 5 group A member 2 (Homo sapiens), O00482; LRH-1 transfected, 24 h; inhibition, % at 3.6 µM; actives 0.13% (n = 360,000);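 active = inhibition above the mean inhibition of all tested compounds plus 3 SD, cut at about 73% in these data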;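 also: 0% = DMSO wells and 100% = reporter-only cells lacking LRH-1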
SRC3 inh: SRC3 coactivator transcriptional activity inhibitors, primary screen, cell-based, luminescence; Nuclear receptor coactivator 3 (Homo sapiens), Q9Y6Q9; HEK293 GAL4-SRC3 luciferase reporter; inhibition, % at 3.6 µM; actives 0.17% (n = 360,000);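 active = inhibition above a per-campaign cutoff, the mean of all compounds plus 3 SD, cut at about 60% in these data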;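 also: 0% = DMSO-treated cells and 100% = gossypol-treated cells at 36 µM; higher means less SRC3-driven luciferase light from the GAL4 reporter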
Vif imaging: HIV Vif self-association inhibitors, primary screen, imaging, HEK293T, single point | actives 0.35% (n = 340,000) | HEK293T cells, Vif self-association by quenched fluorescence, 24 h | inhibition, % at 7.49 µM; in the data active = inhibition above about 50%, passing the limit was not always enough; inconclusive = no clear call, values can overlap the other calls; inactive = below about 31%; also: some results filed as inactive read as strong as hits
COUP-TFII inh: NR2F2 transcriptional activity inhibitors, primary screen, cell-based, luciferase reporter, HEK293T, luminescence | HEK293T NGFI-A luciferase reporter | actives 0.7% (n = 370,000) | inhibition, % at 8.6 µM;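 active = inhibition above a per-plate cutoff, mean inhibition of test wells between control levels plus 3 SD, cut at about 38% in these data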;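 also: cells cotransfected with COUP-TFII expression vector driving the NGFI-A reporter; 0% = median of COUP-TF2 test wells and 100% = reporter-only cells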
TLR9-MyD88 block: inhibitors of TLR9-MyD88 association in cells, primary screen, cell-based, CHO, BLA complementation, fluorescence | actives 0.21% (n = 340,000) | inhibition, % at 4.98 µM | CCF4 FRET ratio | Toll-like receptor 9 (Homo sapiens) + Myeloid differentiation primary response protein …;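 active = inhibition above the mean over all tested compounds plus 3 SD, cut at about 21% in these data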;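 also: 0% = DMSO only wells and 100% = clavulanate BLA inhibitor control wells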
SRC1 inh: SRC1 coactivator transcriptional activity inhibitors, primary screen, cell-based, luminescence. Nuclear receptor coactivator 1 (Homo sapiens), Q15788. HEK293 GAL4-SRC1 luciferase reporter. inhibition, % at 3.6 µM. actives 0.12% (n = 360,000). AID 588354, 2011;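 active = inhibition above the campaign mean plus 3 SD, with each screening campaign given its own cutoff, cut at about 60% in these data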;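 also: 0% = DMSO treated cells and 100% = gossypol at 36 µM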
Target sequence (Q15788 whole entry, looked up, the tested form may be a part): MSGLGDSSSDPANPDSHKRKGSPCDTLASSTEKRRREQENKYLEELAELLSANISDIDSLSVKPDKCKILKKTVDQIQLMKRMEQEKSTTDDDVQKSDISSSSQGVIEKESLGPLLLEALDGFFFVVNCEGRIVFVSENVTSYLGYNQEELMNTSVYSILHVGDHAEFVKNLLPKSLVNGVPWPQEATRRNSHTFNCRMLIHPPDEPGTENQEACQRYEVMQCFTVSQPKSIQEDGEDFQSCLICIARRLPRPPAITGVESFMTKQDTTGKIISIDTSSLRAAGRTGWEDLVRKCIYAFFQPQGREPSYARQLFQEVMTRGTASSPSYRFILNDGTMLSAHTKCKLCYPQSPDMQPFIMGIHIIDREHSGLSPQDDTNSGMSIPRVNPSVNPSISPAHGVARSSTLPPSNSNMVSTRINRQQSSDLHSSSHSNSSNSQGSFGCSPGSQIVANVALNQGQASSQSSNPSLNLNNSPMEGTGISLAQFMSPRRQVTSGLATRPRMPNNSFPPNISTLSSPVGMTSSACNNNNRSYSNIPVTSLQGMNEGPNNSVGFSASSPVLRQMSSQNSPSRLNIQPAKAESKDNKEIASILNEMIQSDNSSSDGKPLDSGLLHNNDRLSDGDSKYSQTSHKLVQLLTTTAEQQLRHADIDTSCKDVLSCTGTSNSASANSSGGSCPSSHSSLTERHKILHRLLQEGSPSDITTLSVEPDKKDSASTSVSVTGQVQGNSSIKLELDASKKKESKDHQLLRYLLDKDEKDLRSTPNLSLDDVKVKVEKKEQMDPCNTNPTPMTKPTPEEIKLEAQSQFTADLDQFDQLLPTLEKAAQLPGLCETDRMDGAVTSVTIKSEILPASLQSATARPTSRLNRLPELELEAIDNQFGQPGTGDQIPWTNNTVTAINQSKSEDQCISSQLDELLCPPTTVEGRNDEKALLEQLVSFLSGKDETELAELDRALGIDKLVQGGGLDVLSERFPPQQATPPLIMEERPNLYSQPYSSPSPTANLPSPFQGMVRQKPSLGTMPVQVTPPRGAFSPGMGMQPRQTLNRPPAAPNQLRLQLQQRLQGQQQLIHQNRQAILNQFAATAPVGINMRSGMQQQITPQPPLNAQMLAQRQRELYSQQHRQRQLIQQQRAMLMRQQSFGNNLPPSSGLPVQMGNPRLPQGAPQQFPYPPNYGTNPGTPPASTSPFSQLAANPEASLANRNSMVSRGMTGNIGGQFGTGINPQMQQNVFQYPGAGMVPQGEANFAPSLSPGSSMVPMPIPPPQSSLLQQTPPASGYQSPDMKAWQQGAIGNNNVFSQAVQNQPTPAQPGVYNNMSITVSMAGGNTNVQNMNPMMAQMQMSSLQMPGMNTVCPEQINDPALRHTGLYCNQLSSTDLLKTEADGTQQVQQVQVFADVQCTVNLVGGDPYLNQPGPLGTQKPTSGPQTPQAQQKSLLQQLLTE
NOD2-RIPK2 inh: NOD2-RIPK2 binding disruptors in cells, primary screen, fluorescence, CHO cells, BLA complementation. CCF4 ratio. actives 0.38% (n = 360,000). Receptor-interacting serine/threonine-protein kinase 2 (Homo sapiens), O43353. inhibition, % at 4.98 µM. AID 624267, 2012; in the data active = inhibition above about 21%;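 also: 0% = vehicle only and 100% = reference blocker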
SRC2 inh: inhibition of GAL4-SRC2 driven luciferase reporter, primary screen, SRC2 inhibitor project, cell-based, luminescence. Nuclear receptor coactivator 2 (Homo sapiens), Q15596. HEK293 GAL4-SRC2 luciferase reporter. inhibition, % at 9 µM. actives 0.17% (n = 370,000). AID 651957, 2012;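 active = inhibition above the mean inhibition of all tested compounds plus 3 SD, set per campaign, cut at about 52% in these data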;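 also: 0% = DMSO treated cells and 100% = cells given Gossypol at 36 µM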
EBV LMP1 NFkB: EBV LMP1-driven NF-kappaB luciferase reporter inhibitors, primary screen, cell-based, luminescence, single point | LMP1-induced NF-kappaB luciferase reporter cells | inhibition, % at 12.5 µM | actives 0.69% (n = 350,000) | AID 504558, 2011; in the data active = inhibition above about 41%; inconclusive = no clear call, values can overlap the other calls;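 also: 0% = neutral control wells and 100% = reference inhibitor control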
C8 TRAIL sens: viability loss with TRAIL in NB7+C8 cells, primary screen, TRAIL sensitizer project, cell-based, ATPlite luminescence; inhibition (viability loss, TRAIL sensitization), % at 10 µM; AID 624354, 2012; actives 1% (n = 360,000);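 active = compounds causing at least 50% loss of cell viability in the single-dose screen, relative to plate controls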
Starred values were filed as active, the others as inactive; ? = inconclusive; . = not tested or not shown.

SMILES	TROY signal inh	LRH-1 inv ag	SRC3 inh	Vif imaging	COUP-TFII inh	TLR9-MyD88 block	SRC1 inh	NOD2-RIPK2 inh	SRC2 inh	EBV LMP1 NFkB	C8 TRAIL sens
O=S(=O)(NCc1ccco1)c1ccc(Cl)cc1Cl	4	-9	-6	2	-10	6	-2	-4	-45	-5	-5
COC(=O)CCn1nnc(-c2ccc(C(C)C)cc2)n1	50*	49	44	-6	86*	0	51	4	86*	?	8
Cc1ccccc1CN1CCc2c(OCC(=O)N3CCCc4ccccc43)cccc2C1=O	32	21	2	-2	7	-3	7	-3	9	8	-3
CCC(c1nnnn1Cc1ccccc1)N1CCN(C(=O)c2ccco2)CC1 (stereo not drawn)	7	-6	-3	.	6	-5	5	-2	-31	-2	-4
COC(=O)c1c(-c2ccc(OC)cc2)sc2ccc(-c3ccc4c(c3)OCO4)cc12	-3	17	13	1	8	1	-7	-16	-18	3	15
COc1ccc(C(=O)COC(=O)Cc2c[nH]c3ccccc23)c(OC)c1	-8	-8	3	0	1	-4	10	-7	7	-3	-5
S=C(Nc1cccnc1)N1CCCCC1	8	-14	13	-7	-13	-1	-3	-2	2	4	-6
CC(=O)c1sc(-c2ccc(F)cc2)cc1NS(=O)(=O)c1ccc(C)cc1	23	5	9	-8	7	-5	12	-4	-6	-5	-9
Cc1cn(C2CC(O)C(O)C(CO)O2)c(=O)[nH]c1=O (stereo not drawn)	0	-5	-17	-1	4	.	4	-8	-14	.	-9
COc1ccc(C(=O)CSc2nnc(-c3cc(C)on3)o2)cc1	3	-21	3	6	9	4	-2	-10	3	-5	11
O=C(Nc1nnc(-c2ccccc2)o1)C1CCCCC1	-34	-29	-36	5	9	-3	-19	-4	-33	-6	27
CN1C[C@@H]2[C@@H]3C(=O)N(C)C(=O)[C@@H]3[C@](Cc3ccccc3)(C1=O)N2C(=O)c1ccccc1	-3	-18	-15	-2	2	4	-6	2	7	1	9
CCCN(CCC)CCNC(=O)C1c2ccccc2C(=O)N2CCc3ccccc3C12 (stereo not drawn)	8	15	9	-3	-5	8	11	-5	4	10	-17
O=C(O)CCn1c(=O)sc2ccccc21	-13	6	-5	7	4	7	-39	-6	-17	3	7
CCc1ccc2[nH]c(=O)c(CN(Cc3nnnn3C3CCCC3)C3CCCCC3)cc2c1	-9	0	15	2	-15	-4	-8	1	2	9	-32

5 of these compounds, set out differently.
| smiles | TROY signal inh | LRH-1 inv ag | SRC3 inh | Vif imaging | COUP-TFII inh | TLR9-MyD88 block | SRC1 inh | NOD2-RIPK2 inh | SRC2 inh | EBV LMP1 NFkB | C8 TRAIL sens |
| --- | --- | --- | --- | --- | --- | --- | --- | --- | --- | --- | --- |
| CC(=O)c1sc(-c2ccc(F)cc2)cc1NS(=O)(=O)c1ccc(C)cc1 | 23 | 5 | 9 | -8 | 7 | -5 | 12 | -4 | -6 | -5 | -9 |
| CCC(c1nnnn1Cc1ccccc1)N1CCN(C(=O)c2ccco2)CC1 (stereo not drawn) | 7 | -6 | -3 | . | 6 | -5 | 5 | -2 | -31 | -2 | -4 |
| CCc1ccc2[nH]c(=O)c(CN(Cc3nnnn3C3CCCC3)C3CCCCC3)cc2c1 | -9 | 0 | 15 | 2 | -15 | -4 | -8 | 1 | 2 | 9 | -32 |
| COc1ccc(C(=O)COC(=O)Cc2c[nH]c3ccccc23)c(OC)c1 | -8 | -8 | 3 | 0 | 1 | -4 | 10 | -7 | 7 | -3 | -5 |
| O=S(=O)(NCc1ccco1)c1ccc(Cl)cc1Cl | 4 | -9 | -6 | 2 | -10 | 6 | -2 | -4 | -45 | -5 | -5 |

Back to the main list, starting 3 compounds before the break.
SMILES	TROY signal inh	LRH-1 inv ag	SRC3 inh	Vif imaging	COUP-TFII inh	TLR9-MyD88 block	SRC1 inh	NOD2-RIPK2 inh	SRC2 inh	EBV LMP1 NFkB	C8 TRAIL sens
CCCN(CCC)CCNC(=O)C1c2ccccc2C(=O)N2CCc3ccccc3C12 (stereo not drawn)	8	15	9	-3	-5	8	11	-5	4	10	-17
O=C(O)CCn1c(=O)sc2ccccc21	-13	6	-5	7	4	7	-39	-6	-17	3	7
CCc1ccc2[nH]c(=O)c(CN(Cc3nnnn3C3CCCC3)C3CCCCC3)cc2c1	-9	0	15	2	-15	-4	-8	1	2	9	-32
Cc1nnc(N/N=C/c2ccc([N+](=O)[O-])cc2)n1N	55*	8	4	4	21	1	7	-9	-26	1	-6
N#Cc1ccc(CSc2ccccn2)c(Cl)c1	-16	1	-16	2	-36	-1	-12	-13	7	-1	-8
COCc1nnc(NC(=O)CCC2CCCCC2)s1	-14	-17	-19	16	-1	-4	-6	-6	5	-6	9
Cc1c(C)c2ccc(O)c(CN3CCN(C)CC3)c2oc1=O	11	-4	13	-11	-7	-4	-6	-1	8	2	3
COc1cccc(C(=O)Nc2cc([N+](=O)[O-])ccc2N2CCN(C)CC2)c1	-9	21	6	12	-5	-13	-3	-4	-8	9	6
C[C@H]1CN([C@@H](C)CO)S(=O)(=O)c2ccc(Br)cc2O[C@H]1CN(C)Cc1ccc(F)cc1	4	-11	3	.	-5	3	5	11	-3	-3	1
COc1ccc(Br)cc1C(=O)Nc1ccc(Cc2ccncc2)cc1	-6	29	15	-7	4	4	-14	12	-2	-11	8
COc1ccc(S(=O)(=O)N/N=C\c2ccc3c(c2)OCO3)c(OC)c1	2	15	6	.	48*	-15	4	1	34	24	7
O=S1(=O)[C@H]2C[C@@H]3C=C[C@@]2(CN1Cc1ccccc1F)O3	-5	-2	-1	-6	-4	0	-5	11	8	-3	-33
Cc1nc2ccccc2nc1OCC(=O)N1CCN(c2ccccc2)CC1	-2	8	5	0	6	1	-7	2	-38	6	3
CC(C)NC(=O)NC(=O)COC(=O)c1ccccc1O	-14	10	6	10	-4	7	-2	-10	5	0	9
N#Cc1cccc(NC(=O)CC2CCCCC2)c1	-34	-48	-26	2	-1	0	-7	9	-37	-6	-12
CSc1ccc(CNc2nnnn2C)cc1	-16	-6	18	-2	-3	3	22	-5	-5	-3	-2
Cc1cccc(Oc2ccc(NC(=O)c3ccccc3C(=O)O)cc2)c1C	-33	22	-8	34	25	4	-29	0	-38	-5	6
CCn1ncc([N+](=O)[O-])c1C(=O)N1CCc2ccccc2C1	-28	16	-5	-2	4	-1	-2	6	0	-14	2
Cc1ccc(NC(=O)c2ncn(CCCN(CCCn3cnc(C(=O)Nc4ccc(C)c(C)c4)n3)Cc3ccc4[nH]ccc4c3)n2)cc1C	13	-10	4	.	-3	-4	-1	-1	8	-3	14
COc1ccc(NC(=O)CN(C)C(=O)/C=C/c2cn(-c3ccccc3)nc2-c2ccc(C)cc2)cc1	11	3	-27	-10	9	0	7	9	16	0	10
C#CC(CC)(CC)NC(=S)Nc1cccc(C(C)=O)c1	-3	-6	-20	-3	2	-4	-3	5	-23	0	-5
CCN1CCN(C(=O)CN(CC)S(=O)(=O)c2ccc3ccccc3c2)CC1	-3	-3	2	-4	0	3	4	6	-30	-15	5
CCC(C)c1ccc(NC(=S)N2CCN(C(=O)C3CCCO3)CC2)cc1 (stereo not drawn)	6	15	51	1	16	2	1	-1	27	16	0
Cn1c(=O)c2c(nc(N/N=C/c3cccs3)n2Cc2ccc(Br)cc2)n(C)c1=O	-13	-4	4	0	2	-14	-5	-11	-10	1	-10
Cc1cc(C)n2c(SCC(=O)Nc3ccc(F)cc3)nnc2n1	-3	-16	3	0	2	-4	-2	-7	1	0	-1
O=C(O)c1cnn2c(C(F)(F)F)cc(-c3ccccc3)nc12	2	-16	7	4	-5	1	2	-6	-2	-1	-4
COc1cc(/C=N/Nc2nc(C)cc(C)n2)ccc1OC(=O)c1ccco1	0	-5	11	1	13	6	4	6	24	4	16
COC(=O)Cc1[nH]nc2c1C1(C(=O)N(Cc3ccc(Cl)cc3)c3ccccc31)C(C#N)=C(N)O2 (stereo not drawn)	10	4	17	-7	-6	5	-31	-6	3	-5	-3
Cc1ccc(/C(O)=C2\C(=O)C(=O)N(CCCN3CCOCC3)C2c2ccccc2F)cc1 (stereo not drawn)	-9	18	7	.	-6	-1	-16	-4	-3	2	-15
c1ccc2c(c1)[nH]c1c(N3CCSCC3)ncnc12	15	32	7	-12	26	-9	11	-11	28	-6	3
Cc1ccsc1C1CC(=O)NC2=C1C(=O)CC(C)(C)C2 (stereo not drawn)	-7	13	22	41	-6	-1	-10	8	9	-1	7
Cc1ccc(NS(=O)(=O)c2cn(C)cn2)cc1	14	1	-5	1	-14	20	6	0	8	-1	-7
O=C(Nc1cccc([N+](=O)[O-])c1)c1ccc2ccccc2c1O	21	-23	-46	-7	-17	-4	-14	1	-15	-10	54*
OC(CN1CCOCC1)Cn1c2c(c3ccccc31)CCCC2 (stereo not drawn)	5	-3	-16	1	-3	-8	-5	10	-11	-5	12
COC(=O)C1(C)NC(c2ccc(F)cc2)C2C(=O)N(c3ccccc3)C(=O)C21 (stereo not drawn)	10	4	-7	12	13	8	-11	-2	-23	-4	-8
COc1ccc(-c2cc3nc4c(c(N5CCC6(CC5)OCCO6)n3n2)CCC4)cc1	-17	-3	9	.	3	2	-2	4	-11	-8	-4
Cn1c(Cn2c(=O)sc3ccccc32)nnc1SCC(=O)Nc1cccc(Cl)c1	13	12	-9	-5	-15	-8	0	0	25	-7	-3
CCc1noc(C)c1C(=O)Nc1nc2ccc(S(C)(=O)=O)cc2s1	-26	-29	-36	-1	-27	9	-41	-5	-15	-2	20
CSc1ncnc2c1ncn2CCCNCc1ccc(C)o1	5	-18	-9	.	7	-1	-5	4	10	2	16
O=c1nc2ccc(Cl)cn2c2ccc(S(=O)(=O)N3CCOCC3)cc12	-8	-1	-5	21	-2	-7	-7	-4	19	-10	-21
CN(Cc1ccco1)C(=O)[C@H](Cc1ccccc1)NC(=O)CC[C@H]1O[C@@H](n2ccc(=O)[nH]c2=O)[C@H](O)[C@@H]1O	-9	3	-16	26	7	.	7	4	-1	.	-14
COC(=O)CCN(C(=O)c1ccc([N+](=O)[O-])cc1)c1ccccn1	-3	11	24	5	7	7	-8	-6	7	-16	17
CCc1ccc(CC)c(S(=O)(=O)Nc2ccc(C(=O)O)c(O)c2)c1	-3	1	0	33	7	-2	-16	-7	1	-4	-2

The list is partial. The share of hits here may be higher or lower than overall.
